# RmlCD inh 1536: M. tuberculosis RmlC/RmlD inhibition. RmlC+RmlD coupled enzyme assay, percent inhibition; primary screen in compound mixtures. 160,000 tested, 0.03% active. P9WH09+P9WH11. inhibition, % at 3.6 µM. AID 1533; in the data active means inhibition mostly above about 34%, no sharp cut-off; further: some results filed as inactive read as strong as hits
# Target sequence (P9WH09 whole entry, looked up): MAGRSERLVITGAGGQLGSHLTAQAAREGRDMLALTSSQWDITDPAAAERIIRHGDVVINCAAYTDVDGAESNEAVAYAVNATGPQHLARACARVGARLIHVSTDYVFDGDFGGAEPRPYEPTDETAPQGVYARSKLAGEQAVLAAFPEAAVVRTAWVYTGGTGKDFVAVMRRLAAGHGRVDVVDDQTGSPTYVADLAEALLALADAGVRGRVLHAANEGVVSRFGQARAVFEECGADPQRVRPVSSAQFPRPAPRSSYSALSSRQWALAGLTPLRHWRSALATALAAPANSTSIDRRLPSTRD
# Target sequence (P9WH11 whole entry, looked up): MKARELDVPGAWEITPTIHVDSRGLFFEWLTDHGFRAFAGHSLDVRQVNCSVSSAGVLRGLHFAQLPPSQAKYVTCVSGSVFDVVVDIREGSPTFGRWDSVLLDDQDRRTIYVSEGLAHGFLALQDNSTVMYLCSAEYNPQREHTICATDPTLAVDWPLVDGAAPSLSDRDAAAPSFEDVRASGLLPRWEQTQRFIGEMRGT
# M. tuberculosis GlmU: inhibition of mycobacterial GlmU enzyme – biochemical, glucosamine-1-phosphate acetyltransferase (AID 1376); M. tuberculosis GlmU acetyltransferase enzyme assay; higher % means a stronger effect; 220,000 tested, 0.25% active; inhibition, %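 (tested at 30 µM in the primary screen)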, or IC50 in µM where a hit was titrated; in the data active means inhibition above about 13%;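 further: 0% = complete reaction with vehicle and 100% = reaction without substrate; strong numbers were not always called active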
# * marks the source's active call; other numbers are inactive results; · = not tested or not shown. Some of the compounds tested; the hit share may differ from the screen's.
item	SMILES	RmlCD inh 1536	M. tuberculosis GlmU
1	COc1ccc(NC(=O)c2cc(-c3cc(C)ccc3O)n[nH]2)cc1Cl	-3.0	-0.5%
2	Cn1c(=O)n(Cc2ccc(F)cc2)c(=O)c2c1nc1n2CCCN1Cc1ccccc1	4.1	2.5%
3	CC(=O)NC1C(OCc2ccccc2)OC(CO)C(OC(C)=O)C1OC(C)=O (stereo unspecified)	3.9	2.1%
4	Cc1cc([N+](=O)[O-])ccc1NC(=O)C(C)N1CCN(c2ccccn2)CC1 (stereo unspecified)	-6.2	1.5%
5	CCCC(=O)Nc1ccc(-c2ccc(NC(=O)CCC)cc2)cc1	2.9	-4.6%
6	Cc1cn(C(=O)C(C)N2C(=O)c3ccccc3C2=O)c(C)n1 (stereo unspecified)	4.9	4.1%
7	Cc1c(NS(=O)(=O)c2cccc(C(=O)NCc3ccncc3)c2)c(=O)n(-c2ccccc2)n1C	-3.9	2.4%
8	CCC(C)(C)C(=O)Nc1cc([N+](=O)[O-])ccc1F	-14.3	5.4%
9	CN1CCN(C(=S)c2ccc(-c3cc(Cl)ccc3Cl)o2)CC1	·	-4.5%
10	Cc1ccc(-c2cc(-c3ccccc3)c(C#N)c(Br)n2)cc1	·	-4.3%
11	CC(C)C(OC(=O)C1=Cc2ccccc2OC1)C(=O)NC1CCCC1 (stereo unspecified)	-10.9	-1.7%
12	COc1ccc(Cc2nccc3cc(OC)c(OC)cc23)cc1OC	·	6.0%
13	O=C(CCN1CCc2ccccc2C1)Nc1ccccc1F	·	0.5%
14	Cc1scc(C(=O)NNC(=S)NC(C)c2ccccc2)c1C (stereo unspecified)	1.2	0.6%
15	Cc1cc(C)n(C(=O)CCNC(=O)c2ccccc2Cl)n1	·	-1.4%
16	C=CCOC(=O)C1=C(C)NC(=O)NC1C1CC=CCC1 (stereo unspecified)	-9.1	1.7%
17	COc1ccc(-c2csc(N3CCN(C(=O)c4ccco4)CC3)n2)cc1	-8.3	8.3%
18	CCOC(=O)c1sc2nc(C)nc(SCC(=O)N(C)C3CCS(=O)(=O)C3)c2c1C (stereo unspecified)	·	-2.2%
19	C/C(=N\NC(=O)COc1c(C)cccc1C)c1cccs1	-11.2	2.9%
20	CC(C)N1CCC(N2CCN(Cc3cnc(-c4ccccc4)s3)CC2CCO)CC1 (stereo unspecified)	·	-0.5%
21	COc1ccc(NC(=O)C2CCN(S(=O)(=O)c3ccc(OC)c(OC)c3)CC2)cc1	4.3	-1.6%
22	COc1cc(/C=N/NC(=O)c2ccoc2C)cc(OC)c1O	1.6	4.2%
23	Cc1ccc2c(c1)N(C(=O)NC1CCCCC1)C(C)(C)CC2C (stereo unspecified)	·	-0.7%
24	N#Cc1ccc(/C=C/C(=O)c2ccco2)cc1	-3.7	-2.7%
25	CC(C)Oc1nc(-c2ccccc2Cl)nc2ccccc12	-0.6	4.8%
26	NC(=O)c1cc2c3ccccc3ccn2c1-c1ccccc1	31.7	4.3%
27	Cc1cc(NCCCN2CCOCC2)n2ncc(-c3ccccc3)c2n1	-5.5	-0.6%
28	COCCNC(=S)N/N=C(\C)c1ccc(OC(F)F)cc1	·	-6.0%
29	Cc1cc(C)nc(NCCC(=O)O)n1	-4.3	0.3%
30	Cc1c(NC(=O)C(C)OC(=O)CC2Sc3ccccc3NC2=O)c(=O)n(-c2ccccc2)n1C (stereo unspecified)	-4.5	6.8%
31	O=C1OCCC1Sc1nc2ccccc2[nH]1 (stereo unspecified)	8.1	-0.2%
32	COC(=O)C1C2C=CC3(CN(CC4CCCO4)C(=O)C13)O2 (stereo unspecified)	·	3.6%
33	C#CCn1c(=NC(=O)c2cccs2)sc2cccc(OC)c21	10.4	·
34	CCOC(=O)C1=C(N)OC2=C(C(=O)CCC2)C12C(=O)N(CC(N)=O)c1ccccc12 (stereo unspecified)	7.6	-1.5%
35	CC1(C)C(=O)Nc2ccccc2N1C(=O)COC(=O)c1ccc(Cl)c(S(=O)(=O)NCc2ccccc2)c1	-10.7	0.6%
36	COc1ccc(-c2nnn(CC(=O)N(CC(=O)NCCC(C)C)Cc3cccs3)n2)cc1OC	·	-6.3%
37	Cc1nn(CC(=O)NCc2ccc(-n3cccn3)cc2)c(C)c1[N+](=O)[O-]	-5.9	2.2%
38	CC1(OC(=O)c2cnc3ccccc3n2)C(=O)C=C2C=C(c3ccc(C#N)cc3)OC=C2C1=O (stereo unspecified)	·	1.1%
39	CCC1ON(c2ccccc2)C2c3nc4ccccc4n3CC12 (stereo unspecified)	-3.8	-3.0%
40	Cc1occc1C(=O)NNC(=O)NC12CC3CC(CC(C3)C1)C2	-6.4	·
41	CC1(C)SC(=S)N(/N=C/c2cccnc2)C1N(O)C(=O)NC1CCCCC1 (stereo unspecified)	·	-2.1%
42	Cn1c2ccccc2c2c(C(=O)NCc3ccco3)cn(C3CCCCC3)c(=O)c21	5.1	3.2%
43	COc1cccc(-c2cc(C(=O)Nn3cnnc3)c3ccccc3n2)c1	·	-1.1%
44	CC1(Br)C2CCCC1C2S(=O)(=O)c1ccccc1 (stereo unspecified)	4.8	2.5%
45	O=S(=O)(Nc1cccnc1)c1ccc(Cl)cc1	-5.8	-1.0%
46	O=C(CCCOc1ccccc1)Nc1nc2ccccc2[nH]1	6.2	3.3%
47	COc1ccccc1N1CCNCC1	·	5.8%
48	O=C(C1CCCN(Cc2nc(-c3cccs3)no2)C1)N1CCOCC1 (stereo unspecified)	-10.1	-1.1%
49	O=C(O)c1ccc(/C=C/c2ccc3cccc(O)c3n2)cc1	-9.4	21.1%
50	CCSc1nnc(NC(=O)C2Cc3ccccc3CN2S(=O)(=O)CC)s1 (stereo unspecified)	-1.1	-1.3%
51	O=C(COc1ccc2ccccc2c1Br)NC(=S)Nc1cccc(CO)c1	7.7	6.0%
52	COC(=O)Cn1cc(C(=O)OC)c2ccccc21	7.6	-1.8%
53	O=C(CC1Oc2ccccc2NC1=O)NCc1ccc(Cl)cc1 (stereo unspecified)	·	8.9%
54	O=S(=O)(NCc1cc(-c2ccc(Cl)cc2)no1)c1ccccc1	·	-5.0%
55	Cc1nn(Cc2ccc(C(=O)Nc3nc4c(C)cccc4s3)o2)c(C)c1Br	1.0	0.0%
56	CC(C)(C)c1ccc(OCc2ccc(C(=O)N3CCOCC3)o2)cc1	-11.5	1.5%
57	Brc1ccc(OCc2nnc3n2CCC3)cc1	·	-3.5%
58	Cc1ccc(CC(=O)Nc2nc3ccccc3s2)cc1	-1.1	0.2%
59	CC1=C(C(=O)Nc2cccc(F)c2)C(c2ccsc2)C2=C(CC(C)(C)CC2=O)N1 (stereo unspecified)	·	0.8%
60	O=C(Cn1cnc2sc(-c3ccccc3)cc2c1=O)NCc1ccco1	-10.1	0.7%

# (continued)
item	SMILES	RmlCD inh 1536	M. tuberculosis GlmU
61	Cn1cc(CN(Cc2ccccc2)C[C@@H]2CCC(=O)N2)c(-c2ccccc2F)n1	-7.6	1.7%
62	CCOc1cc(C)c(Cl)cc1S(=O)(=O)n1nnc2ccccc21	4.7	2.0%
63	C/C(=N\NC(=O)c1cccc(S(=O)(=O)N2CCCCC2)c1)c1ccc(C)o1	4.7	7.9%
64	O=C(/C=C/Nc1ccccc1F)c1cccs1	-3.0	-1.6%
65	O=C(O)CSc1nnc2c(n1)[nH]c1ccccc12	3.9	0.6%
66	COc1ccccc1-c1cc(C(=O)NN)[nH]n1	-6.3	-1.8%
67	CON1C(=O)C(=O)N(OC)C2CCCCCC21 (stereo unspecified)	-7.2	-0.8%
68	COc1ccc(NC(=O)CNc2cccc(C#N)c2)cc1Cl	·	0.7%
69	COc1ccccc1NC(=O)c1ccc(NC(=O)Cc2n[nH]c(=O)c3ccccc23)cc1	12.1	-5.8%
70	CCOc1ccc(OCc2ccc(C(=O)NCc3cccnc3)o2)cc1	48.7	-1.0%
71	COC(=O)c1cc(C#N)c(N2CCOCC2)nc1C	7.0	1.4%
72	CCOP(=O)(Cc1cc(C(=O)CC)c(C)o1)OCC	17.7	1.7%
73	CC(Sc1nc2ccccc2c(=O)n1Cc1ccco1)C(=O)c1ccccc1 (stereo unspecified)	-3.0	0.3%
74	CC(=O)N(O)CCCCCNC(=O)CCC(=O)N(O)CCCCCNC(=O)CCC(=O)N(O)CCCCCN	·	-2.4%
75	CCCCCc1c(C)nc(N2CCOCC2)[nH]c1=O	-3.5	-0.2%
76	Cc1cccc2cc(COC(=O)c3ccccc3)c(=O)[nH]c12	-2.4	-5.3%
77	Cc1ccc(-c2nnc(-n3ncc(C#N)c3N)c3ccccc23)cc1C	-7.3	-4.6%
78	COc1ccc(/C=N\NC(=O)CC(=O)Nc2cccc(Cl)c2)cc1OC	-1.6	1.0%
79	COc1ccc(-c2ccc(SC)nn2)cc1	·	2.6%
80	COC(=O)c1scc(C)c1N/N=C(\C)c1cc(F)c(Cl)cc1F	·	0.3%
81	CCOC(=O)CN1CCS(=O)(=O)CC1	-8.3	-0.2%
82	COc1nc(C)nc2c1sc1nc3c(cc12)COC(C)(C)C3	11.3	-1.5%
83	CCC(c1nnnn1CCOC)N(Cc1cc2cc(C)c(C)cc2[nH]c1=O)CC1CCCO1 (stereo unspecified)	-2.2	3.7%
84	CCc1ccccc1NS(=O)(=O)c1ccc2[nH]cc(C(=O)NC3CCCC3)c(=O)c2c1	·	1.8%

# Some of the entries so far, in transposed form:
[80] COC(=O)c1scc(C)c1N/N=C(\C)c1cc(F)c(Cl)cc1F
[81] CCOC(=O)CN1CCS(=O)(=O)CC1
[82] COc1nc(C)nc2c1sc1nc3c(cc12)COC(C)(C)C3
[83] CCC(c1nnnn1CCOC)N(Cc1cc2cc(C)c(C)cc2[nH]c1=O)CC1CCCO1 (stereo unspecified)

assay / entry,80,81,82,83
RmlCD inh 1536,·,-8.3,11.3,-2.2
M. tuberculosis GlmU,0.3%,-0.2%,-1.5%,3.7%

# (next part)
item	SMILES	RmlCD inh 1536	M. tuberculosis GlmU
85	O=C(Nc1nc(-c2ccccc2)cs1)c1ccc2c(c1)S(=O)(=O)c1ccccc1C2=O	-1.1	-1.5%
86	COc1ccc(-c2nc3ccccc3n2CCC(C)C)cc1OC	·	1.1%
87	CN1CCc2c(OCC(=O)N3CCC(Cc4ccccc4)CC3)cccc2C1=O	-8.3	2.3%
88	CCCc1[nH]nc2c1C1(CCN(C(=O)OCc3ccccc3)CC1)C(C#N)=C(N)O2	·	-2.3%
89	O=C(NCc1cccnc1)c1cn(-c2ccccc2)nc1-c1ccccc1	-1.8	0.0%
90	Cc1cc(C)n(-c2nc3ccccc3c(=O)n2OCC(N)=O)n1	·	-0.7%
91	CCOc1ccc(NS(=O)(=O)c2ccc(N)cc2)cc1	47.3	2.2%
92	COc1ccc(Cc2nnc(NC(=O)c3ccco3)s2)cc1OC	·	6.6%
93	CCNC(=O)C12CCC(C)(C(=O)C1Br)C2(C)C (stereo unspecified)	-10.4	-0.9%
94	Cc1cc(NC(=O)c2ccc(S(=O)(=O)N(C)CC3CCCO3)cc2)no1 (stereo unspecified)	-11.6	-5.5%
95	COc1ccc(/C=N/Nc2cc(C)nc(-n3nc(C)cc3C)n2)cc1	-9.8	-0.7%
96	N#C/C(=C/c1ccc([N+](=O)[O-])cc1)C(=O)Nc1ccccc1O	-7.2	3.7%
97	Cc1ccc(NC(=O)Cn2c([N+](=O)[O-])cnc2C)cc1	-14.1	-4.0%
98	COc1cc(C)nc(Oc2ccc(OCc3ccccc3)nn2)n1	-4.2	-2.6%
99	Cc1nc(-c2cc(C#N)c(Sc3ccc(Cl)cc3Cl)nc2C)cs1	1.4	1.7%
100	Cc1ccc2[nH]c(=O)c(COC(=O)C3CCCO3)cc2c1 (stereo unspecified)	-4.7	-2.0%
101	CC(=O)CC1(O)C(=O)N(CN2CCN(c3ccccc3)CC2)c2ccccc21 (stereo unspecified)	·	3.2%
102	CCN(C(=O)COC(=O)/C=C/c1c(C)nn(Cc2ccc(C)cc2)c1C)C1CCS(=O)(=O)C1 (stereo unspecified)	-13.9	-0.8%
103	O=C1c2ccccc2C(=O)c2c1ccc1c(=O)n(-c3ccccc3)[nH]c21	4.2	6.0%
104	COc1cccc(-c2nc(NCC3CCCO3)c3ccccc3n2)c1O (stereo unspecified)	·	1.1%
105	COCCCNC(=O)/C=C1\Sc2ccccc2N(Cc2ccccc2F)C1=O	0.7	0.9%
106	Cc1ccc(NC(=O)C(C)NS(=O)(=O)c2ccc(F)cc2)cc1C (stereo unspecified)	5.7	0.7%
107	O=C(COC(=O)C1CCC1)Nc1ccc(OC(F)F)cc1	-1.7	·
108	CCN(c1ccccc1)S(=O)(=O)c1ccc(F)c(C(=O)O)c1	-7.5	-1.2%
109	CCOc1ccc2nc(NC3=NC(C)(C)C=C(C)N3)nc(C)c2c1	·	-9.1%
110	Cc1nc(NS(=O)(=O)c2ccc(Br)cc2)c2c3c(sc2n1)CCC3	·	-1.5%
111	O=C1CCCN1c1ccc(S(=O)(=O)N2CCCCC2)cc1[N+](=O)[O-]	5.8	3.6%
112	NC(=O)C1CCN(CC(=O)NCc2ccccc2)CC1	-4.1	2.6%
113	CN(Cc1ccccc1)C(=O)c1ccc(Cl)c([N+](=O)[O-])c1	0.9	10.6%
114	O=[N+]([O-])c1cccc(-c2nc(-c3ccccc3)no2)c1	6.2	-4.8%
115	CCCOC1CCCN(C(=O)CCc2nnc(Cc3cccc(C)c3)o2)C1 (stereo unspecified)	-28.7	2.5%
116	CCC(C)C(NC(=O)c1ccccc1NC(=O)c1ccc(OC)cc1)C(=O)NCc1ccco1 (stereo unspecified)	14.8	-0.7%

# Part of the list above in order of SMILES length, low to high.
item	SMILES	RmlCD inh 1536	M. tuberculosis GlmU
112	NC(=O)C1CCN(CC(=O)NCc2ccccc2)CC1	-4.1	2.6%
111	O=C1CCCN1c1ccc(S(=O)(=O)N2CCCCC2)cc1[N+](=O)[O-]	5.8	3.6%
116	CCC(C)C(NC(=O)c1ccccc1NC(=O)c1ccc(OC)cc1)C(=O)NCc1ccco1 (stereo unspecified)	14.8	-0.7%
